A549 tox – kills or reduces viability of A549 cells in Nrf2 counter-screen; A549 ARE-Fluc cells, CellTiter-Fluor viability, 18-24 h; Potency, µM (highest dose often 46 µM), inactives show top-dose activity change, negative = cytotoxicity, actives largely listed as inhibitors; hit rate 0.16% among 390,000; AID 504648; also: potency is read from the fitted curve at half-maximal effect; % is scaled to controls: 0 for no effect and ±100 for the full control effect
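A549 ARE-Fluc cells in 5% FBS OPTI-MEM, 5000 cells/well, rested 2 h then exposed to compounds in concentration-response for 18-24 h at 37 °C. Viability by CellTiter-Fluor fluorescence (Ex 405/Em 525) after 30 min; luciferase luminescence (BugLite, 15 min, RT) read afterwards.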
Nrf2 block – blocks Nrf2 signaling. A549 ARE-Fluc reporter, luciferase luminescence, 18-24 h. Potency, µM (highest dose often 46 µM), for inactives: at the highest dose activity change, negative = inhibition, actives largely listed as inhibitors. hit rate 2.1% among 360,000; also: potency is read from the fitted curve at half-maximal effect; % is scaled to controls: 0 for no effect and ±100 for the full control effect; nearly all actives have a fitted effect of over 60% in size
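In this cell-based qHTS, ARE-driven firefly luciferase in A549 cells reports Nrf2 activity; the luminescent signal after BugLite lysis is the measured value, with a prior CellTiter-Fluor read for cell health.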
Akt phos inh – Akt phosphorylation inhibition | Neuro2A IGF-stimulated pAkt S473 HTRF, 20 min; active compounds read low | activity change, % for hits at 50 µM | hit rate 0.32% among 360,000; in the data active = activity change below about -80%; inconclusive = mostly about -51% to -80%; also: % is scaled to controls: 0 for no effect and ±100 for the full control effect
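Single-point screen (50 µM final compound) in Neuro2A cells stimulated 20 min with 6 nM IGF at 37 deg C. After lysis, Ser473-phosphorylated Akt read by HTRF (ex 330 nm, em 615/665 nm) as the 665/615 ratio.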
EPAC2 antagonist – antagonists of human EPAC2. Q8WZA2. EPAC2 GEF exchange of Rap1B-BODIPY-GDP, fluorescence. Potency, µM (doses to about 114 µM), for inactives: at the highest dose activity, negative = inhibition, actives largely listed as inhibitors. hit rate 0.18% among 360,000. AID 720708; also: potency is read from the fitted curve at half-maximal effect; % is scaled to controls: 0 for no effect and ±100 for the full control effect; nearly all actives have a fitted effect of over 45% in size; many of its hits are not listed in these tables
Target sequence (Q8WZA2 whole entry, looked up): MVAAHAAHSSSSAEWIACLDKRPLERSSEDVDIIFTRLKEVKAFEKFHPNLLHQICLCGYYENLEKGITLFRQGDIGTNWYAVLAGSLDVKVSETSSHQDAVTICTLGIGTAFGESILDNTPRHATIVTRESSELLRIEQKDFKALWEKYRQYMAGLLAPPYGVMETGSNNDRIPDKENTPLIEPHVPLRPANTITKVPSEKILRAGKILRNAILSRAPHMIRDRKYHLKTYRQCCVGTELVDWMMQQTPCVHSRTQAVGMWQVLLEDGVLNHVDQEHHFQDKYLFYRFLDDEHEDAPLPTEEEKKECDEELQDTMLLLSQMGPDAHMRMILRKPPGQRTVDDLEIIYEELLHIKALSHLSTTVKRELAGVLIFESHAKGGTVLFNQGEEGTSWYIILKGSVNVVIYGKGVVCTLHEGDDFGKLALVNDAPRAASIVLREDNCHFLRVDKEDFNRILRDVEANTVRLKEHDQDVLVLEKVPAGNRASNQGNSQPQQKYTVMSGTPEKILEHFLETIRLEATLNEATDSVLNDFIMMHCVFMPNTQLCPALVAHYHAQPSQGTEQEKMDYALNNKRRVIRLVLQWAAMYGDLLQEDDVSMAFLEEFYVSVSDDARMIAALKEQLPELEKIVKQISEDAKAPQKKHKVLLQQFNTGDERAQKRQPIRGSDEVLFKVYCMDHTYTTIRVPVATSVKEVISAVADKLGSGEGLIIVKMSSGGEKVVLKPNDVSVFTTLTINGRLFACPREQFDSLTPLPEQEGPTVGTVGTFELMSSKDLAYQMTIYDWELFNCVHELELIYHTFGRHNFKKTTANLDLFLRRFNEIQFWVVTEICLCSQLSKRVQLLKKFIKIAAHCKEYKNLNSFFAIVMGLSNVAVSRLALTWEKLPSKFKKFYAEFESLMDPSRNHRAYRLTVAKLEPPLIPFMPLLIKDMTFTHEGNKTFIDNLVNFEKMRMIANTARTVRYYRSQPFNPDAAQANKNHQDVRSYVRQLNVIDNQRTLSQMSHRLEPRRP
TGFb inhibitor – blocks TGF-b signaling. hit rate 1.2% among 410,000. HepG2 CAGA-GFP TGF-b/SMAD3 reporter, GFP fluorescence, 18 h; TGF-beta stimulated, 500 pg/mL final. Potency, µM (top dose mostly 46.1 µM), for inactives: at the highest dose activity, negative = inhibition, actives largely listed as inhibitors; also: potency is read from the fitted curve at half-maximal effect; % is scaled to controls: 0 for no effect and ±100 for the full control effect; nearly all actives have a fitted effect of over 65% in size
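Read-out: total well GFP (ex488/em500-530) summed from mean per-cell fluorescence. Cells: HEPG2 CAGA-GFP, 1% FBS DMEM, 18 h at 37 degrees C with 500 pg/mL final TGF-beta. Unstimulated wells served as the full-inhibition control; stimulated DMSO wells = 0%.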
CCT modulator – cytosolic chaperonin activity modulation. hit rate 0.3% among 360,000. purified chaperonin ATPase assay, HTRF ADP detection, 30 min. activity change, % (test concentration not listed), hits read low; in the data active = activity change below about -30%; also: % is scaled to controls: 0 for no effect and ±100 for the full control effect
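We incubate TRiC, 40 or 20 nM final, with library compounds at 76 uM and 10 uM ATP for 30 min at 37 °C. ADP formed is detected with Transcreener HTRF reagents after 30 min at room temperature.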
Nrf2 activator – activators of Nrf2 (ARE) signaling. AREc32 ARE-luciferase reporter (MCF7-derived line), luminescence, 24 h. Potency, µM (highest dose often 46.1 µM), for inactives: at the highest dose activation, most hits filed as activators. hit rate 0.31% among 410,000; also: potency is read from the fitted curve at half-maximal effect; % of control where 0% means no effect; nearly all actives have a fitted effect of over 65% in size
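Luminescent ARE reporter assay in AREc32_Fluc cells: overnight plating at 37 deg C, 24 hr compound incubation, Steady-Glo added, 30 min RT before reading.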
EPAC2 agonist – activates human EPAC2 exchange factor; AID 720711; EPAC2 activation, biochemical qHTS; response scale: 100% = 6.5 mM cAMP response; Potency, µM (series often up to 154 µM), inactives show top-dose activation, actives largely listed as activators; Q8WZA2; hit rate 0.079% among 360,000; also: potency is read from the fitted curve at half-maximal effect; nearly all actives have a fitted effect of over 50% in size
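Compounds were titrated in qHTS against a Rap1B-BODIPY-GDP (250 nM) complex with EPAC2 (100 nM) and GDP (50 uM). BODIPY-GDP release tracked at 480/540 nm over 30 min at room temperature, normalized to 6.5 mM cAMP.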
Mm-Cpn inhibitor – inhibitors of Methanococcus maripaludis chaperonin (MmCpn); purified Mm-Cpn ATPase, ADP Transcreener TR-FRET; hit rate 0.031% among 330,000; Potency, µM (highest dose often 76.9 µM), for inactives: at the top dose activity, negative = inhibition, most hits filed as inhibitors; also: potency is read from the fitted curve at half-maximal effect; % is scaled to controls: 0 for no effect and ±100 for the full control effect; nearly all actives have a fitted effect of over 80% in size
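25 nM Mm-CPN + cpd, 10 min 37°C; + 10 uM ATP, 30 min 37°C; buffer 30 mM Tris pH 7.4, 100 mM KCl, 5 mM MgCl2, 1 mM DTT; Transcreener ADP HTRF detection 30 min RT.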
Starred values were filed as active, the others as inactive; i = inactive; ? = inconclusive; / = not tested or not shown; & = joins results of further samples; [ ] = remark or other dose. Unless noted, calls follow the shape of the dose curve; as a rule, active = well fitted curve in the direction sought with a large enough effect; inconclusive = small, poorly fitted or top-dose-only effect, or another doubt; inactive = no such curve, though single readings can be large; an effect the other way counts as inactive or inconclusive. Only part of the results is shown; the hit share may differ from the screen's.

SMILES	A549 tox	Nrf2 block	Akt phos inh	EPAC2 antagonist	TGFb inhibitor	CCT modulator	Nrf2 activator	EPAC2 agonist	Mm-Cpn inhibitor
COc1ccc2c(CNC3CCCCCC3)c(C(=O)O)n(Cc3cccc(F)c3)c2c1	-16%	21%	/	/	0%	/	1.1%	/	/
NS(=O)(=O)c1cccc(NC(=O)Cc2ccc(Cl)c(Cl)c2)c1	3%	-6%	i	-4%	-2%	-0.3	0.0%	7%	3%
COc1ccc(-c2nnc3sc(CN4C(=O)c5ccccc5C4=O)nn23)cc1	-13%	10%	i	-4%	8%	2.7	-0.6%	-2%	-11%
Cc1ccc(CCNC(=O)C2CCCN(c3nc4ccccc4o3)C2)cc1 (configuration not stated)	0%[1.84 µM]	9%	i	0%	-12%	-1.7	-0.6%	10%	-10%
CCOC(=O)/C(=C/c1c(C)n(C)c2ccc([N+](=O)[O-])cc12)C(C)=O	-1%	-9%	i	-2%	16µM*	1.1	?	2%	-2%
COc1ccc(C(=O)NNC(=O)Cc2nc3ccccc3n2C)cc1	-13%	-5%	i	3%	?	0.6	0.2%	2%	1%
Cc1ccc(C(=O)Oc2cc(-c3ccccc3)no2)cc1	-5%	/	i	5%	-5%	-1.3	-0.5%	1%	2%
Cc1ccc(/C=N\NC(=O)COc2ccc(C)cc2[N+](=O)[O-])cc1	3%	27%	i	-1%	0%	-3.2	0.2%	-2%	-1%
NC(=O)c1c(N)sc(=S)n1-c1ccccc1	1%	-8%	i	3%	-13%	-1.1	-0.3%	3%	2%
CC(=O)N1CCN(c2ccc(NC(=O)c3ccc(Cl)cc3)cc2)CC1	-1%	-9%	i	-4%	-21%	-1.4	-0.7%	8%	-1%
CC(=O)Nc1ccc(S(=O)(=O)NCc2ccc(C)n2C)cc1	1%	10%	i	6%	3%	-2.6	4.3%	2%	1%
O=C(Nc1ccc2c(c1)OCO2)C1CCCN(S(=O)(=O)Cc2ccccc2)C1 (configuration not stated)	-22%	-27%	i	-11%	-6%	-3.1	-0.8%	1%	-1%
CCOc1cccc(-c2c(C(=O)N/N=C(\C)c3cccnc3)nnn2-c2nonc2N)c1	-2%	-16%	i	-7%	6%	1.3	-0.4%	1%	1%
CCN1C(=O)/C(=C\N2CCCc3ccccc32)SC1=S	-14%	7%	i	7%	-2%	0.4	-0.3%	13%	0%
C=CC(C)n1c(Br)nc2c1c(=O)[nH]c(=O)n2C (configuration not stated)	-3%	-17%	i	11%	-5%	-1.7	5.0%	-1%	1%
Cc1ccccc1C#N	-1%	-28%	i	-9%	-11%	-0.3	-1.1%	8%	0%
Fc1ccccc1NC(=S)NCCc1cccc(Cl)c1	1%	16%	i	-11%	0%	-2.2	-0.3%	8%	5%
COc1ccc(NC(=O)CN(c2ccc(F)cc2)S(=O)(=O)c2ccccc2)c(OC)c1	-2%	-15%	i	-13%	-3%	-1.8	-0.5%	24%	0%
O=C(c1cccc(F)c1)N1CCC(N2CCCCCC2)CC1	2%	-15%	i	-20%	-3%	0.3	-0.4%	0%	-2%
COc1ccc(OCC(=O)Nc2ccc(NC(=O)c3ccco3)cc2)cc1	-1%	/	i	0%	-20%	1.3	2.9%	1%	1%
CCn1cc(S(=O)(=O)c2cc(C)cc(C)c2)c(=O)c2cc(F)c(N3CCCC3)cc21	0%	-27%	/	/	-2%	/	-0.6%	/	/
C/C(=N\NC(=O)c1nnn(-c2nonc2N)c1CN(C)c1ccccc1)c1cccnc1	2%	18%	/	10%	-11%	-12	2.2%	8%	-2%
CCOc1ccccc1N1CN(CC)CNC1=S	0%	5%	i	-5%	2%	-2.7	-0.3%	2%	5%
CCOc1ccc(CNC(=O)C2CCN(C3=NS(=O)(=O)C(c4ccc(C)cc4)=C3CC)CC2)cc1	0%	?	/	/	-7%	/	-0.1%	/	/
COc1ccc(CN(C(=O)Cc2c[nH]c3ccccc23)C(C(=O)NC2CCCCC2)c2ccc(C)o2)cc1 (configuration not stated)	?	12µM*	/	-11%	?	0.8	0.3%	-2%	0%
CCCC/C(O)=C1\C(=O)CC(C)(C)CC1=NCCCCCC(=O)O	-3%	13%	i	1%	1%	-1.5	0.2%	13%	-1%
Cc1ccc(C(=O)Nc2ccc(C(=O)NCC3CCCO3)cc2)cc1 (configuration not stated)	-4%	-2%	i	3%	9%	-0.3	0.3%	7%	1%
Cc1c(Cl)cccc1NC(=O)CC1Oc2ccccc2NC1=O (configuration not stated)	-11%&-1%	-25%&-21%	i	-1%	0%&-6%	-1.3	7.0%&6.6%	13%	-2%
O=C(O)CNC(=O)/C(=C\c1ccco1)NC(=O)c1ccco1	-6%	8%	i	24%	8%	-0.4	-0.7%	4%	-1%
Cc1cc2ccccc2n1CCNC(=O)C1CCCC1	1%	-11%	i	7%	5%	-1.7	-1.1%	6%	-5%

An excerpt from above in order of their number in TGFb inhibitor, descending:
molecule	TGFb inhibitor
Cc1cc2ccccc2n1CCNC(=O)C1CCCC1	5%
CCOc1ccccc1N1CN(CC)CNC1=S	2%
Fc1ccccc1NC(=S)NCCc1cccc(Cl)c1	0%

The list continues.
SMILES	A549 tox	Nrf2 block	Akt phos inh	EPAC2 antagonist	TGFb inhibitor	CCT modulator	Nrf2 activator	EPAC2 agonist	Mm-Cpn inhibitor
O=C(CN(C(=O)CNC(=O)c1cccs1)c1cccc(F)c1)NC1CCCCC1	0%	-19%	i	1%	16%	0.7	3.2%	14%	0%
O=C(NCCS(=O)(=O)N1CCN(c2ccccc2)CC1)C1CCCCC1	/	/	i	-11%	?	-0.4	0.4%	4%	/
O=C(COC(=O)C1CCN(c2ccc(C(F)(F)F)cn2)CC1)Nc1ncc(Cl)cc1Cl	-1%	16%	i	-8%	0%	-3.4	0.2%	5%	-10%
CCOC(=O)C1=C(C)OC(N)=C(C#N)C1c1ccc(C)o1 (configuration not stated)	-4%	3%	i	16%	5%	1.5	5.9%	4%	-1%
Cc1cc2cc(CNC(=O)Nc3ccccc3)ccc2[nH]1	-1%	11%	i	-4%	9%	1.7	4.5%	9%	3%
CC(=O)Nc1ccc(N2C(=O)CCC2=O)cc1C	13%	19%	i	14%	3%	-1.4	-0.7%	-5%	0%
Cc1ccc(C)c(OCC(=O)N(Cc2nnc(-c3ccccc3Cl)o2)C2CC2)c1	-15%	-7%	i	-4%	5%	-1.4	-0.1%	2%	1%
Cc1c(C(C)(C)O)[nH]c2ccc(C#N)cc12	6%	0%	i	-7%	-4%	0.3	3.5%	26%	2%
CSc1ccccc1NC(=O)c1cc(-c2cccnc2)nc2ccc(Br)cc12	-17%	?	i	-1%	-6%	-24	0.5%	2%	-2%
CC1CCN(C(=O)CCc2nnc3ccc(NCc4ccco4)nn23)CC1	-1%	42%	i	5%	3%	0.8	12%	-1%	-4%
Cc1ccc(/C=N/NC(=O)CSc2nc3ccccc3n2Cc2ccc(Cl)cc2)o1	-3%	-5%	i	1%	?	-0.7	-0.2%	7%	0%
Cc1cc(C(=O)NCC(=O)OCC(=O)NCC2CCCO2)ccc1[N+](=O)[O-] (configuration not stated)	5%	-9%	i	-5%	0%	2.0	-0.2%	8%	0%
O=C(COc1cc(F)ccc1[N+](=O)[O-])Nc1cc(S(=O)(=O)N2CCCC2)ccc1Cl	-1%	4%	i	-3%	-11%	-0.8	3.1%	0%	-5%

Random excerpt: 7 compounds from above, in no set order.
SMILES	A549 tox	Nrf2 block	Akt phos inh	EPAC2 antagonist	TGFb inhibitor	CCT modulator	Nrf2 activator	EPAC2 agonist	Mm-Cpn inhibitor
CSc1ccccc1NC(=O)c1cc(-c2cccnc2)nc2ccc(Br)cc12	-17%	?	i	-1%	-6%	-24	0.5%	2%	-2%
O=C(CN(C(=O)CNC(=O)c1cccs1)c1cccc(F)c1)NC1CCCCC1	0%	-19%	i	1%	16%	0.7	3.2%	14%	0%
CC(=O)Nc1ccc(N2C(=O)CCC2=O)cc1C	13%	19%	i	14%	3%	-1.4	-0.7%	-5%	0%
O=C(NCCS(=O)(=O)N1CCN(c2ccccc2)CC1)C1CCCCC1	/	/	i	-11%	?	-0.4	0.4%	4%	/
Cc1c(C(C)(C)O)[nH]c2ccc(C#N)cc12	6%	0%	i	-7%	-4%	0.3	3.5%	26%	2%
O=C(COC(=O)C1CCN(c2ccc(C(F)(F)F)cn2)CC1)Nc1ncc(Cl)cc1Cl	-1%	16%	i	-8%	0%	-3.4	0.2%	5%	-10%
O=C(COc1cc(F)ccc1[N+](=O)[O-])Nc1cc(S(=O)(=O)N2CCCC2)ccc1Cl	-1%	4%	i	-3%	-11%	-0.8	3.1%	0%	-5%
